Source: PubChem (National Center for Advancing Translational Sciences (NCATS))
KCNH2 3.1 inh – blocks the human KCNH2 3.1 channel isoform | U2OS KCNH2 3.1, thallium flux FluxOr; stronger effect = lower value | activity change, % (tested at about 1.8 µM) | actives 0.95% (n = 340,000) | AID 720553;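 active = maximum activity change below -70%; inconclusive = maximum activity change from -70% to -50%; inactive = maximum activity change above -50%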;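 also: thallium influx rate constant from kinetic fluorescence after stimulation buffer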
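FluxOr-based Tl+ influx in U2OS cells transduced with KCNH2 3.1 virus; rate constants normalized to DMSO controls.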
* = called active by the depositor; ? = inconclusive. % is scaled to controls: 0 for no effect and ±100 for the full control effect. Only part of the results is shown. The share of hits here may be higher or lower than overall.

SMILES	KCNH2 3.1 inh
O=C1NC[C@H](Cc2ccccc2)N(CC2CCN(CCC34CC5CC(CC(C5)C3)C4)CC2)C1=O	-12
Cn1cnc2nc[nH]c2c1=S	4
O=C1c2cccc(NCCNCCO)c2C(=O)c2cccc(NCCNCCO)c21	8
COC1OC2COC(c3ccccc3)OC2C(O)C1N (configuration not stated)	-8
CC(=O)Nc1cccc(/C(C)=N/NC(=O)c2cccc(S(=O)(=O)N3CCCC3)c2)c1	20
c1ccc2c(c1)COc1c3cc4c(cc3nn1-2)OCO4	10
COc1ccc(C(=O)c2cn(-c3cccc(Br)c3)nc2C(C)=O)cc1	-9
COC(=O)c1sccc1NC(=O)c1ccccc1C(=O)O	7
CC(C)(C)OC(=O)N(CCc1ccccc1)Cc1ccc(OCc2cccc(NC(=O)C3CCCC3)c2)cc1	8
O=C(OCc1ccccc1)N1CCC2CC1c1cc(-c3ccc4c(c3)OCO4)ccc12 (configuration not stated)	-11
COc1ccc(N2CCN(CCCn3ccc(NC(=O)OCc4ccccc4)nc3=O)CC2)cc1	?
CN1C[C@H]2CON(C)[C@H]2C[C@H]1c1cccc(N2CCOCC2)c1	-5
CC(C)N(Cc1ccccc1)S(=O)(=O)c1ccc(-n2cccn2)cc1	-2
c1ccc(CCCCc2ccncc2)cc1	17
O=S(CC(O)(c1ccccc1)c1ccccc1)CC(O)(c1ccccc1)c1ccccc1	3
COC(=O)C[C@H]1C[C@H]2c3cc(NC(=O)Nc4ccc(F)cc4)ccc3O[C@H]2[C@@H](CO)O1	-18
COc1cc(CC(=O)Nc2cc(S(=O)(=O)N3CCOCC3)ccc2N2CCCC2)cc(OC)c1OC	13
COCOc1ccc(/C=C2/Oc3cc(OCOC)cc(OCOC)c3C2=O)c(OCOC)c1	13
COC(=O)CC1C(=O)NCCN1C(=O)c1oc2c(C)c(C)ccc2c1C (configuration not stated)	8
N#C/C(=C/C1=C(N2CCOCC2)C(=C/c2ccc(Cl)cc2Cl)/CC1)C(=O)Nc1ccccc1F	0
COc1nc(N)nc2c1ncn2C1OC(CO)CC1O (configuration not stated)	-5
CCn1c(SCC(=O)Nc2oc(C)c3c(C)n[nH]c(=O)c23)nnc1-c1ccco1	-10
CCCCC(CCc1ccccn1)C(=O)c1ccccc1 (configuration not stated)	4
COc1cc(C(=O)N2CCOC23CCN(Cc2ccccc2)CC3)cc(OC)c1OC	-5
CN(C(=O)c1cccc(NC(=O)Cc2ccc(NC(=O)C3CCCN(C(=O)C4CC4)C3)cc2)c1)C1CC1 (configuration not stated)	9
C=C(C1=CCN(S(=O)(=O)C(C)(C)C)[C@H]1CCO)c1ccccc1	8
CCOC(=O)c1c(NC(=O)C2CCCN2S(=O)(=O)c2cccc3nsnc23)sc(C)c1C (configuration not stated)	12
O=c1c2ccc(F)cc2sn1-c1ccccc1	6
COc1ccc([C@H]2/C=C\CN(C(=O)c3ccccc3)[C@@H](C)C(=O)N2Cc2ccc(F)cc2)cc1	-4
NC(=O)c1ncn([C@@H]2O[C@H](CNCc3cnc(N4CCOCC4)s3)[C@@H](O)[C@H]2O)n1	-6
CCN(CC)CCN(C(=O)/C=C/c1cccs1)c1nc2ccc(OC)cc2s1	-4
Cc1ccn(CCC(=O)N2CCCC(N3CCN(c4ccccc4C)CC3)C2)n1 (configuration not stated)	-13
COc1ccc(OC)c(C=Cc2ccc([N+](=O)[O-])cc2)c1	-24
COc1ccc(OC)c(NC(=O)COC(=O)COc2c(Cl)cc(Cl)c3ccc(C)nc23)c1	-5
CCOc1ccccc1N1CCN(C(=O)c2c(-c3c(F)cccc3Cl)noc2C)CC1	23
CC(=O)OCC(=O)C1(O)CCC2C3CCC4=CC(=O)CCC4(C)C3(Cl)C(O)CC21C (configuration not stated)	13
COc1cc2c(cc1[N+](=O)[O-])-c1ccccc1C2	-10
CN(C)c1nc(=NCc2cccs2)ss1	2
Cc1ccc(S(=O)(=O)NC(Cc2c[nH]c3ccccc23)C(=O)O)cc1 (configuration not stated)	-5
COc1ccccc1C(=O)N1[C@@H](C(C)C)COc2cc(Br)ccc2S1(=O)=O	12
C[C@H]1CN(Cc2ccccc2)C(=O)[C@@H]1CC(=O)Nc1ccccc1	10
COc1ccccc1C(=O)Nc1nc(C)cc(C)n1	7
CC1(C(=O)NNC(=O)c2cccc([N+](=O)[O-])c2)CC1Br (configuration not stated)	-16
CCCN(CC(=O)Nc1ccc(F)c(F)c1F)C(=O)CN1C(=O)NC2(CCCCC2)C1=O	7
CC(C)(C)OC(=O)N1CCC(C(=O)Nc2cccc(C(=O)NCCCCc3ccccc3)c2)CC1	-4
O=C(NC1CC1)c1cccc(NC(=O)C2CCC2)c1	-3
COc1cc(C(=O)NCC(c2ccco2)N2CCCC2)ccc1OCc1ccc(Cl)cc1Cl (configuration not stated)	2
CCOc1cc(C(=O)N(Cc2ccccc2)c2ccc(C)cc2)ccc1OCC(=O)N1CCOCC1	-2
COc1cc(OC)c(OC)cc1/C=C/c1ccnc2ccccc12	-7
Cc1[nH]c(=O)[nH]c(=O)c1C=CC(=O)NC(CO)CS(=O)Cc1ccccc1 (configuration not stated)	2

A stretch of the results above, for reference:
SMILES	KCNH2 3.1 inh
COc1ccc(OC)c(C=Cc2ccc([N+](=O)[O-])cc2)c1	-24
COc1ccc(OC)c(NC(=O)COC(=O)COc2c(Cl)cc(Cl)c3ccc(C)nc23)c1	-5
CCOc1ccccc1N1CCN(C(=O)c2c(-c3c(F)cccc3Cl)noc2C)CC1	23
CC(=O)OCC(=O)C1(O)CCC2C3CCC4=CC(=O)CCC4(C)C3(Cl)C(O)CC21C (configuration not stated)	13
COc1cc2c(cc1[N+](=O)[O-])-c1ccccc1C2	-10
CN(C)c1nc(=NCc2cccs2)ss1	2
Cc1ccc(S(=O)(=O)NC(Cc2c[nH]c3ccccc23)C(=O)O)cc1 (configuration not stated)	-5
COc1ccccc1C(=O)N1[C@@H](C(C)C)COc2cc(Br)ccc2S1(=O)=O	12
C[C@H]1CN(Cc2ccccc2)C(=O)[C@@H]1CC(=O)Nc1ccccc1	10
COc1ccccc1C(=O)Nc1nc(C)cc(C)n1	7
CC1(C(=O)NNC(=O)c2cccc([N+](=O)[O-])c2)CC1Br (configuration not stated)	-16
CCCN(CC(=O)Nc1ccc(F)c(F)c1F)C(=O)CN1C(=O)NC2(CCCCC2)C1=O	7
CC(C)(C)OC(=O)N1CCC(C(=O)Nc2cccc(C(=O)NCCCCc3ccccc3)c2)CC1	-4
O=C(NC1CC1)c1cccc(NC(=O)C2CCC2)c1	-3
COc1cc(C(=O)NCC(c2ccco2)N2CCCC2)ccc1OCc1ccc(Cl)cc1Cl (configuration not stated)	2

Additional structures:
SMILES	KCNH2 3.1 inh
O=C(Cc1ccccc1)NCCCNC(=O)Cc1ccccc1	-17
CN1OC[C@@H]2CN(Cc3ccc(Cl)cc3)[C@H](c3cccc(Br)c3)C[C@@H]21	-12
CC(C)(C)[C@H]1C=C(C(=O)Nc2ccccc2)O[C@@H](OCCCCO)C1	6
O=C(c1cc(Cl)cc(Cl)c1)N1CCC2CC1c1cc(N3CCCCC3)ccc12 (configuration not stated)	-7
Cc1ccc([C@H]2C[C@@H](n3cc(-c4ccc(F)cc4)nn3)[C@H](O)CN2CC2CCCCC2)cc1	-19
CSC[C@H]1CN(c2ccccc2)C(=O)[C@@H]1CC(=O)Nc1ccc(Br)cc1	22
Cc1cc(C)c2cc(C#N)c(NCCCNC(=O)c3ccncc3)nc2c1	10
CN(C(=O)C(C)(C)C)[C@H]1C[C@H]2c3[nH]c4ccccc4c3CCN2C(=O)[C@H]1CO	-12
CCOC(=O)N1CCC2CC1c1cc(Cl)ccc12 (configuration not stated)	4
CC1CC(C)(C)CC2(C1)NC(=O)N(CC(=O)Nc1ccc3c(c1)OCO3)C2=O (configuration not stated)	21
COc1ccc(C(=O)N/C(=C\c2ccc(-c3cccc([N+](=O)[O-])c3)o2)C(=O)NCCCN2CCOCC2)cc1	-6
Nc1ncn(C(=S)Nc2ccccc2)n1	-4
OC(c1ccccc1)(c1ccccc1)c1nccn1-c1ccccc1	8
O=C(NC(c1ccccc1)c1ccccc1)c1ccccc1	9
O=C(OCc1ccccc1)c1ccc(NCc2cc(O)ccc2O)cc1	0
COc1ccccc1C=NNc1ccc([N+](=O)[O-])cn1	13
NC1=NOC(=O)C1C1CCCCC1 (configuration not stated)	-6
COc1ccccc1C(=O)NNC(=O)c1ccc2ccccc2c1O	5
O=[N+]([O-])c1ccc(Cl)cc1NCc1cccnc1	14
CC(=O)NCCc1nc(-c2ccc(Cl)cc2)no1	4
CC(=O)NC(CC(=O)N1CCCC1)c1ccccc1 (configuration not stated)	13
O=C1OC(Sc2ccccc2)(c2ccccc2)c2ccccc21 (configuration not stated)	7
O=C(Nc1cnns1)Oc1ccccc1	5
CC1CN(C(=O)COC(=O)c2ccc3ccccc3c2)CC(C)O1 (configuration not stated)	-6
Oc1ccc(C[C@H]2CNC(=S)N2CC2CCCN2C[C@H](Cc2ccccc2)N2C[C@H](Cc3ccc(O)cc3)N(CC3CCCCCC3)C2=S)cc1 (some centres not stated)	-32
CC1=NS(=O)(=O)NC(C)(C)C1	-8
COCCNC(=O)C(OC(=O)c1ccco1)c1ccc(OC)cc1 (configuration not stated)	6
CCCCCCN1C[C@@H](n2cc(-c3ccc(F)cc3)nn2)[C@H](O)C[C@@H]1c1ccc(OC)cc1	-17
CC1CCC2(CC1)NC(=O)N(CC(=O)c1ccc3c(c1)OCO3)C2=O (configuration not stated)	-12
CC(Cc1ccccc1)NC(=O)CCNNC(=O)c1ccncc1 (configuration not stated)	-42
CN(C(=O)COC(=O)c1ccc(Cl)c(S(=O)(=O)NCc2ccccc2)c1)C1CCS(=O)(=O)C1 (configuration not stated)	-4
CCn1ncc(CN2CCC(n3nccc3NC(=O)c3ccccc3Cl)CC2)c1C	-17
OCc1ccccc1SSc1ccccc1CO	5
Cc1cc(NC(=O)C(Cl)Cl)cc2c1OCO2	16
COC1OC2COC(c3ccccc3)OC2C(OC(=O)c2ccccc2)C1OC(=O)c1ccccc1 (configuration not stated)	-7
CCOC(=O)C1CCN(C(=O)c2ccccc2)c2scc(-c3ccccc3)c2C1=O (configuration not stated)	5
CN(C)c1ncnc2c1ncn2C1CCCCO1 (configuration not stated)	4
O=C(NCC(c1cccnc1)N1CCN(c2ccccc2)CC1)c1ccco1 (configuration not stated)	-13
COc1cc(/C=C2\C(=O)N(c3cccc(C(=O)O)c3)N=C2C)ccc1OCc1ccccc1	-4
N#CCC(=O)N1CCN(C(c2ccccc2)c2ccccc2)CC1	11
CCOc1ccc(S(=O)(=O)N2CCOCC2)cc1NC(=O)CSCC(=O)Nc1ccc(OC)cc1	0
O=C1CCC([N+](=O)[O-])C(c2ccc(-c3ccccc3)cc2)N1 (configuration not stated)	-3
COc1ccc(-c2ccc(CN3C(C(C)C)C(=O)N(Cc4cn(CC5CCCCC5)nn4)CCS3(=O)=O)cc2)cc1 (configuration not stated)	-28
Cc1cccc2nnc(-c3ccccc3)n12	9
COc1ccc(Cc2nc3ccc(C(=O)N(C)Cc4nccn4C)cc3o2)cc1	-4
CCOc1ccc(NC(=O)OCCN2CCN(CCc3ccccc3)C(C)C2)cc1 (configuration not stated)	-96*
CCOc1ccc(Nc2ccc(N)c(S(=O)(=O)O)c2)cc1	7
Cn1cnc([N+](=O)[O-])c1Sc1ccncn1	0
CC(C)NC(=O)N(C)C[C@H]1Oc2ncc(Br)cc2C(=O)N([C@H](C)CO)C[C@@H]1C	16
Nc1nc(=O)n(C2CCCO2)cc1Br (configuration not stated)	-9
Next section:
SMILES	KCNH2 3.1 inh
CC(C)CCNC(=O)c1onc(CSc2ccccc2)c1C(=O)NCCC(C)C	4
C[C@@H]1CN([C@H](C)CO)C(=O)CCCn2nncc2CO[C@@H]1CN(C)C(=O)Nc1ccc2c(c1)OCO2	-5
CC(=O)Cn1cnc2c(cnn2-c2ccc(F)cc2)c1=O	3
C[C@H](CO)N1C[C@H](C)[C@@H](CN(C)C(=O)Oc2ccccc2)OCc2cn(nn2)CCCC1=O	0
O=C(NNC(=O)c1cccc(S(=O)(=O)Nc2ccccc2F)c1)c1ccncc1	2
C[C@H]1CN([C@@H](C)CO)C(=O)CCCn2nncc2CO[C@H]1CN(C)S(=O)(=O)c1cccc(C#N)c1	-5
Nc1cc(=O)[nH]c(SCc2ccccc2)n1	6
Clc1ccc(-n2cnc3c(Cl)ncnc32)cc1Cl	3
CN(Cc1cnn(-c2ccccc2)c1)C(=O)c1cccc(S(=O)(=O)Nc2ccccc2F)c1	0
O=C(CN1C(=O)NC2(CCc3ccccc32)C1=O)Nc1ccc(Cl)cc1F (configuration not stated)	-1
COc1cccc(NC(=O)CN(C)C(=O)c2cc(Cl)nc3ccccc23)c1	14
Cc1nc2c(=O)[nH]n(C)c2nc1C	-3
CC(C)C[C@H]1CNC(=S)N1CC1CCCN1C[C@H](Cc1ccccc1)N1C[C@H](Cc2ccc(O)cc2)N(CC2CCCCCC2)C1=S (some centres not stated)	-2
N#CCCSC(=S)C1CCCC1=N (configuration not stated)	15
COc1cc(C(=O)NCCNC(=O)c2ccco2)cc(OC)c1OC	-1
O=[N+]([O-])c1ccc(NN=C(Oc2ccccc2)c2ccc([N+](=O)[O-])cc2)cc1	-7
C#CCN(C[C@@H]1[C@@H](OC(=O)NCC2CCCCC2)[C@@H](OC(=O)NCC2CCCCC2)Cn2c(=O)n(CCCCCC)c(=O)n21)S(=O)(=O)c1ccc(C)cc1	-12
CC(C)(C)c1ccc(-n2ncc3c2CCCC3NC(=O)c2ccco2)cc1 (configuration not stated)	-21
COc1ccc(C(=O)NCC(C)(C)CNC(=O)c2ccc(OC)cc2)cc1	-5
